TDP1 cell noCPT: qHTS for Inhibitors of human tyrosyl-DNA phosphodiesterase 1 (TDP1): qHTS in cells in absence of CPT | DT40 Tdp1-/- hTDP1 cells, no CPT, ATP luminescence, 48 h | Potency, µM (titrated, usually from 46.2 µM), for the others: at the top dose activity change, negative = growth inhibition, actives largely listed as inhibitors | actives 15% (n = 420,000) | AID 686978, 2013; further: nearly all actives have a fitted effect of over 55% in size
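Compound effects on proliferation are scored in DT40 Tdp1-/-;hTDP1 cells in the absence of CPT. ATP levels (CellTiter-Glo luminescence) are recorded after a ≥48 hr, 37 °C incubation.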
TDP1 cell CPT: qHTS for Inhibitors of human tyrosyl-DNA phosphodiesterase 1 (TDP1): qHTS in cells in presence of CPT. chicken DT40 Tdp1-/-;hTDP1 cells + 20 nM CPT, ATP luminescence, 48 h. Potency, µM (doses to about 46.2 µM), inactives show top-dose activity change, negative = growth inhibition, usual class: inhibitors. actives 12% (n = 420,000). AID 686979, 2013; further: nearly all actives have a fitted effect of over 55% in size
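Chicken DT40 Tdp1-/- cells complemented with human TDP1, 400 cells/well, exposed to compounds plus 20 nM camptothecin for at least 48 h at 37 C; viability read as ATP content by CellTiter-Glo luminescence.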
KAT2A inh: qHTS Assay for Inhibitors of GCN5L2 | AID 504327, 2011 | GCN5L2 HAT assay, ThioGlo1 CoA-SH fluorescence | actives 0.21% (n = 390,000) | Histone acetyltransferase KAT2A (Homo sapiens), Q92830 | Potency, µM (doses to about 58.9 µM), inactives show at the top dose activity change, negative = inhibition, usual class: inhibitors
Target sequence (Q92830 whole entry, looked up): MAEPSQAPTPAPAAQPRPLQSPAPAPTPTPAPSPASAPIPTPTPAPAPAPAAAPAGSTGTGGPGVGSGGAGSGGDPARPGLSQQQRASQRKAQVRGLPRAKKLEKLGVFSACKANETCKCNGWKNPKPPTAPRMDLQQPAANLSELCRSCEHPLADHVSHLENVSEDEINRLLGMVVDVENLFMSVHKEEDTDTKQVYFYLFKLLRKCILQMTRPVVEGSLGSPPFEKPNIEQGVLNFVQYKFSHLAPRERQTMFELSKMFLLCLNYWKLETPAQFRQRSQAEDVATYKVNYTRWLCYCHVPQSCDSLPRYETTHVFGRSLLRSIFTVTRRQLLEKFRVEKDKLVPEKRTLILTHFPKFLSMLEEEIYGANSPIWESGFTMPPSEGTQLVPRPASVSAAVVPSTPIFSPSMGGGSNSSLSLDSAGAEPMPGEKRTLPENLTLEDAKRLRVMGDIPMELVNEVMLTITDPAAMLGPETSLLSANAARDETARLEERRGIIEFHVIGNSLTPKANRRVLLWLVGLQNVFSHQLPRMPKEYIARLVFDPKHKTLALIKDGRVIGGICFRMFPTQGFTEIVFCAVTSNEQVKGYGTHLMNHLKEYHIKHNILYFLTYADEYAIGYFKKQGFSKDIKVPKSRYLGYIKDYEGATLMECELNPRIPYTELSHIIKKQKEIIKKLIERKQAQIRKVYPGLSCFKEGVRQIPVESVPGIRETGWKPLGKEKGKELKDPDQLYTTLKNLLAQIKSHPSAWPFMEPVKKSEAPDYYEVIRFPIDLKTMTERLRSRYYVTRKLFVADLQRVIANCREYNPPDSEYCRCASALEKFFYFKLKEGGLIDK
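GCN5L2 (20nM final) in 50mM HEPES, 0.1mM EDTA pH 7.5, 0.01% Tween-20 was preincubated 15 min at room temperature with compound, then given ThioGlo1 (50uM), H3(1-25) peptide (75uM) and acetyl-CoA (70uM); CoA-thiol fluorescence (Ex340/Em540) was read at 0 and 20 min.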
Numbers without * were called inactive; u = inconclusive; x = no result given; & = joins results of further samples. The call rests on the fitted dose curve; in most records, active means well fitted curve in the direction sought with a large enough effect; inconclusive means small, poorly fitted or top-dose-only effect, or another doubt; inactive means no such curve, though single readings can be large; an effect the other way counts as inactive or inconclusive. On the % scale 0 is the no-effect control and ±100 the full control effect; potency means the concentration at half of the fitted maximal effect.

SMILES	TDP1 cell noCPT	TDP1 cell CPT	KAT2A inh
COc1cc(NC(=O)CN(C)S(=O)(=O)c2ccc(-c3ccc(=O)[nH]n3)s2)cc(OC)c1	1.4%	15.1%	-9.2%
COc1cc(C(=O)N[C@@H](C)C(=O)N2CCC3(CC2)NCCc2[nH]cnc23)cc(OC)c1OC	5.4%	11.5%	0.1%
Cc1ccc(OCc2ccc(C(=O)Nc3nccs3)o2)cc1C	-7.6%	-4.0%	-5.1%
CCN1CCN(C(c2cccs2)C(C)NC(=O)c2ccccc2)CC1 (stereo unspecified)	-2.4%	3.6%	-8.7%
O=C(NNC(=O)c1cc(C(F)(F)F)cc(C(F)(F)F)c1)c1ccc(Cl)cc1	u	-0.9%	-6.7%
O=C1N(Cc2cccc(Cl)c2)C[C@@H]2C[C@@H](c3ccccn3)N3CCC[C@@]123	u	-20.3%	-0.9%
C=CCn1c(SCC(=O)Nc2nc3ccccc3s2)nc(O)c(CC)c1=O	-14.9%	1.0%	-15.4%
COc1cccc(CN2C(=O)NC(C)(C3CCN(Cc4cc(Cl)ccc4O)CC3)C2=O)c1OC (stereo unspecified)	u	u	x
CC(C)CNS(=O)(=O)c1ccc(CCC(=O)NC2CCCC2)cc1	24.7%	1.7%	1.7%
COc1ccc(CCNC(=O)C2CCN(S(=O)(=O)c3c(C)noc3/C=C/c3ccc(C)cc3)CC2)cc1OC	-19.3%	-17.8%	-0.4%
O=c1oc(/C=C/c2ccco2)nc2sc3c(c12)CCC3	-3.8%	2.7%	-5.0%
CCOC(=O)CC[C@H](NC(=O)Cn1cc(C)c(=O)[nH]c1=O)C(=O)OCC	-17.0%	-2.7%	x
CC(C)CC1NC(=S)N(C2CCCCC2)C1=O (stereo unspecified)	14.6µM*	8.2µM*	12.4%
COc1ccc(Cc2nc(N)nc(N)n2)cc1	-0.7%	0.8%	-1.0%
COCCCNC(=S)N/N=C/c1ccc(OC)c(Br)c1	u	u	-5.5%
CC(/C=C/c1ccccc1F)=N\NC(=O)c1cccc(F)c1	18.4µM*	u	-3.1%
COC(=O)C1=C(C)N(Cc2ccccc2)C(=NCc2cccc(C(F)(F)F)c2)N[C@H]1c1cccc(C(F)(F)F)c1	3.66µM*	3.26µM*	-23.7%&-4.7%
CCc1nc(CN2CCOc3ccc(C(O)C4CCCCC4)cc3C2)c(C)[nH]1 (stereo unspecified)	18.4µM*	u	x
Cc1csc2ncc(C(=O)N3c4ccccc4CC3C)c(=O)n12 (stereo unspecified)	5.2%	2.2%	-26.6%
CCOC(=O)COc1ccccc1C1C(C(=O)OC)=C(C)NC2=C1C(=O)c1ccccc12 (stereo unspecified)	u	u	-4.2%
Nc1ccc(C(=O)N2N=C(c3ccc(F)cc3)CC2(O)C(F)(F)F)cc1 (stereo unspecified)	9.1%	-7.0%	-25.8%
CCOc1ccc(OCC)c(NC(=O)C2C3C=CC(O3)C2C(=O)O)c1 (stereo unspecified)	3.2%	-1.6%	x
CCCCNC(=O)c1cc(-c2ccc(Cl)c(Cl)c2)on1	-18.6%	u	1.7%
COCCn1ccc2c(OCC(=O)Nc3c(C)cc(C)cc3C)cccc2c1=O	u	-16.0%	-3.6%
O=[N+]([O-])c1ccc2c(c1)C(O)n1ncnc1S2 (stereo unspecified)	-7.5%	-7.5%	-4.6%

Just KAT2A inh and TDP1 cell noCPT, for some of the entries so far:
Compound | KAT2A inh | TDP1 cell noCPT
COc1ccc(CCNC(=O)C2CCN(S(=O)(=O)c3c(C)noc3/C=C/c3ccc(C)cc3)CC2)cc1OC | -0.4% | -19.3%
O=c1oc(/C=C/c2ccco2)nc2sc3c(c12)CCC3 | -5.0% | -3.8%
CCOC(=O)CC[C@H](NC(=O)Cn1cc(C)c(=O)[nH]c1=O)C(=O)OCC | x | -17.0%

The listing picks up, starting 7 compounds before the break.
SMILES	TDP1 cell noCPT	TDP1 cell CPT	KAT2A inh
Cc1csc2ncc(C(=O)N3c4ccccc4CC3C)c(=O)n12 (stereo unspecified)	5.2%	2.2%	-26.6%
CCOC(=O)COc1ccccc1C1C(C(=O)OC)=C(C)NC2=C1C(=O)c1ccccc12 (stereo unspecified)	u	u	-4.2%
Nc1ccc(C(=O)N2N=C(c3ccc(F)cc3)CC2(O)C(F)(F)F)cc1 (stereo unspecified)	9.1%	-7.0%	-25.8%
CCOc1ccc(OCC)c(NC(=O)C2C3C=CC(O3)C2C(=O)O)c1 (stereo unspecified)	3.2%	-1.6%	x
CCCCNC(=O)c1cc(-c2ccc(Cl)c(Cl)c2)on1	-18.6%	u	1.7%
COCCn1ccc2c(OCC(=O)Nc3c(C)cc(C)cc3C)cccc2c1=O	u	-16.0%	-3.6%
O=[N+]([O-])c1ccc2c(c1)C(O)n1ncnc1S2 (stereo unspecified)	-7.5%	-7.5%	-4.6%
Cc1c(NC(=O)CN2C(=O)NC3(CCCCC3)C2=O)c(=O)n(-c2ccccc2)n1C	-7.2%	4.1%	0.5%
CCc1cccc(C)c1NS(=O)(=O)c1cc2[nH]c(=O)c(=O)[nH]c2cc1C	-21.4%	4.5%	-1.4%
CCNC(=S)NNC(=O)c1ccc(OC)cc1	-5.2%	-3.3%	0.5%
Cc1ccc(/C=N/NC(=O)Nc2ccccc2)o1	10.4%	-1.0%	-4.3%
Cc1ccc(/C=N/n2c(C)n[nH]c2=S)o1	-16.4%	3.0%	-3.6%
NC(=S)Nc1nccc(-c2cccs2)n1	7.6%	0.2%	-2.4%
COc1cccc(NC(=O)NNC(=O)c2ccc3c(c2)NC(=O)C(C)(C)O3)c1	-6.8%	-5.4%	-2.5%
COc1ccc(CCNCc2c(C(=O)O)c(C)n(Cc3ccccc3C)c2C)c(OC)c1	18.4µM*	u	-5.7%
CCNC(=O)C1(C)CCN(Cc2ccc(OC(F)(F)F)cc2)C1 (stereo unspecified)	-25.8%	-24.5%	x
CCc1cccc(NC(=O)Cn2ccn3nc(-c4ccc(OC)c(OC)c4)cc3c2=O)c1	3.7%	-1.2%	-3.5%
CC1CC(C)CN(S(=O)(=O)N2CCCC(C(=O)NCCCN3CCOCC3)C2)C1 (stereo unspecified)	3.4%	3.0%	-3.1%
COc1cccc(CN2CCN(C(=O)c3cccc(OC)c3)CC2)c1	-14.2%	-13.7%	-0.2%
O=C(C1=C[C@@H](c2ccc3c(c2)OCO3)C[C@@H](OCCCCO)O1)N1CCN(Cc2ccc3c(c2)OCO3)CC1	u	u	-2.9%
CCNC(=O)CC1C(=O)N(c2ccc(F)cc2)C(=O)N1CCOC (stereo unspecified)	-1.3%	6.7%	3.9%
C=CCn1c(Oc2ccc(C(=O)OC)cc2)nc2c1c(=O)n(C)c(=O)n2C	u	u	-2.1%
CN1CCN(C(=O)c2cc(Br)cn2C)CC1	-9.4%	9.1%	20.4%
COc1cc2c(c(OC)c1CC=C(C)C)C[C@H](c1ccc(O)cc1O)CO2	u	-24.6%	x
CCNC(=O)Cn1c(=O)c(=O)n(Cc2ccccc2)c2ccc(Cl)cc21	u	u	-1.9%
COc1cccc(CN(C(=O)c2ccccc2)C2CCS(=O)(=O)C2)c1 (stereo unspecified)	11.4%	1.6%	7.7%
CC(NC(=O)COC(=O)C1CCN(c2ccc(C(F)(F)F)cn2)CC1)c1ccccc1 (stereo unspecified)	u	u	x
Cc1cc(C)n(C(=O)/C=C/c2cccs2)n1	u	-2.5%	-4.4%
O=C1CC(c2ccco2)CC2=C1C1c3ccccc3C(=O)N1c1ccccc1N2 (stereo unspecified)	23.1µM*	u	-4.1%
Cn1cc(CN2CCC(O)CC2)c(-c2ccc(Oc3ccccc3)cc2)n1	-18.8%	-10.5%	-0.6%
N#CCOC(=O)C1c2ccccc2Oc2ccccc21	-10.9%	u	-4.9%
O=C(CCCCCN1C(=O)c2ccccc2C1=O)Nc1ccccc1	-22.4%	1.7%	0.0%
Continuation.
SMILES	TDP1 cell noCPT	TDP1 cell CPT	KAT2A inh
CCCCN(CC)Cc1ccc(CNC(=O)Nc2ccc(Cl)cc2)o1	5.8µM*	3.26µM*	-7.0%
COc1ccc(NC(=O)CCNS(=O)(=O)c2cc(Br)cnc2N)c(OC)c1	4.0%	10.9%	-6.5%
O=C(COc1ccc(Br)cc1Cl)Nn1cnnc1	-6.8%	28.1%	-2.4%
CCN(CC)C(=O)Cn1cc(S(=O)(=O)CC(=O)N2CCOCC2)c2ccccc21	3.9%	-0.8%	x
C/C(=N\NC(=O)Cc1ccc(Cl)cc1)c1ccc(F)cc1	u	-13.4%	-4.3%
CCOC(=O)C1CCCN(C(=O)c2oc3ccccc3c2C)CC1 (stereo unspecified)	-28.6%	u	x
O=C(NCC(c1cccnc1)N1CCOCC1)c1ccc2c(c1)OCO2 (stereo unspecified)	-5.1%	5.7%	-2.8%
CCN(CC)S(=O)(=O)c1cc(NC(=O)CSc2nnc(N)s2)ccc1C	-2.3%	u	-1.6%
O=C(NCCCN1CCOCC1)[C@@H]1CSC2c3ccccc3C(=O)N21 (stereo partly specified)	-5.9%	22.4%	-5.8%
CN(C(=O)Cn1cnc2ccccc2c1=O)C1CCS(=O)(=O)C1 (stereo unspecified)	4.0%	5.0%	u
CCCCCCCCCCCCC(=O)CCCCC(=O)O	6.9%	17.1%	0.5%
O=C1CC(c2ccccc2)Cc2nc(NCc3ccco3)ncc21 (stereo unspecified)	u	-29.1%	-4.7%
CC(Sc1ccsc1[N+](=O)[O-])C(=O)N1CCN(c2ccccn2)CC1 (stereo unspecified)	-18.8%	-23.6%	-10.5%
O=C(CCS(=O)(=O)Cc1ccccc1)N1CCN(c2ccccc2)CC1	0.6%	-10.7%	-3.7%
O=S1(=O)c2ccccc2N(Cc2cccc(F)c2)c2ccccc21	u	u	28.4%
COc1ccc(CCNS(=O)(=O)c2cccc3cccnc23)cc1OC	6.0%	-2.5%	-1.7%
Cc1ccc(C)c(C(=O)Nc2ccncc2)c1	-11.6%	4.3%	-3.3%
CCOc1ccc(-n2cc(-c3ccccc3)c3c(SC(C)C(=O)OC)ncnc32)cc1 (stereo unspecified)	u	u	-1.0%
COc1ccc(-c2ccc(C(=O)NCC3CC3)c3occc23)c(C)c1	u	20.6µM*	x
CCOC(=O)c1c(C2COc3ccccc3O2)csc1NC(=O)c1ccco1 (stereo unspecified)	11.2µM*	14.1µM*	-29.4%
COc1ccccc1CNC(=O)CCC1N=C2c3ccccc3N=C(SCC(=O)Nc3ccc(F)cc3)N2C1=O (stereo unspecified)	-23.9%	-24.9%	-12.6%
COc1cccc(/C=C2\SC(=O)N(CCC(=O)N3CCC(C(=O)O)CC3)C2=O)c1	1.7%	-3.1%	-28.7%
COc1ccc(C(CCNCc2ccc(OC(C)C)cc2)C(C)C)cc1 (stereo unspecified)	6.51µM*	4.61µM*	-1.8%
COc1ccc(/C(C)=N/NC(=O)c2ccc3nc[nH]c3c2)cc1	1.6%	-3.7%	-14.5%
COc1ccc(C2=NN(S(=O)(=O)c3ccccc3)C(c3ccccc3)C2)cc1 (stereo unspecified)	u	u	-4.4%
O=C(Nc1ccc(Cl)cc1)C1CC(=O)n2c(nc3ccccc32)N1 (stereo unspecified)	-6.5%	1.8%	-8.5%

In a second layout: five of the compounds above.
Each structure is followed by: TDP1 cell noCPT	TDP1 cell CPT	KAT2A inh
COc1cccc(/C=C2\SC(=O)N(CCC(=O)N3CCC(C(=O)O)CC3)C2=O)c1
    1.7%	-3.1%	-28.7%
COc1ccc(C(CCNCc2ccc(OC(C)C)cc2)C(C)C)cc1 (stereo unspecified)
    6.51µM*	4.61µM*	-1.8%
COc1ccc(/C(C)=N/NC(=O)c2ccc3nc[nH]c3c2)cc1
    1.6%	-3.7%	-14.5%
COc1ccc(C2=NN(S(=O)(=O)c3ccccc3)C(c3ccccc3)C2)cc1 (stereo unspecified)
    u	u	-4.4%
O=C(Nc1ccc(Cl)cc1)C1CC(=O)n2c(nc3ccccc32)N1 (stereo unspecified)
    -6.5%	1.8%	-8.5%

Not all compounds are listed, so the mix of outcomes need not match the whole.
